Tb PYK inh: blocks Trypanosoma brucei pyruvate kinase; TbPYK enzyme, Kinase-Glo Plus ATP luminescence, 45 min; Potency, µM (series often up to 76.8 µM), inactives show at the highest dose activity, negative = inhibition, actives largely listed as inhibitors; hit rate 0.12% among 410,000; AID 624173; active = well fitted inhibition curve with a large enough effect; inconclusive = small, poorly fitted or top-dose-only effect; also: nearly all actives have a fitted effect of over 50% in size
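T. brucei PYK with substrate was exposed to pin-transferred compounds across a concentration series, then started with 130 uM ADP (final). After 45 min at room temperature, Kinase-Glo Plus luminescence was read, normalized and curve-fitted.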
* = called active by the depositor; u = inconclusive. % is scaled to controls: 0 for no effect and ±100 for the full control effect; potency is read from the fitted curve at half-maximal effect. The list is partial (hit frequency here may not be typical).

Preview (three entries):
Compound,Tb PYK inh
COc1cc(OC)nc(Nc2nc(C(N)COCc3ccccc3)cs2)n1 (stereo unspecified),1.1%
COc1ccc(NC(=O)C2Cc3c(-c4ccc(NC(C)=O)cc4)ccnc3O2)cc1OC (stereo unspecified),-0.7%
Cc1cccc(C)c1-n1nnnc1C(c1ccnc2ccccc12)N(C)Cc1ccccc1 (stereo unspecified),3.0%

This part in full, from the first entry:
Compound,Tb PYK inh
COc1cc(OC)nc(Nc2nc(C(N)COCc3ccccc3)cs2)n1 (stereo unspecified),1.1%
COc1ccc(NC(=O)C2Cc3c(-c4ccc(NC(C)=O)cc4)ccnc3O2)cc1OC (stereo unspecified),-0.7%
Cc1cccc(C)c1-n1nnnc1C(c1ccnc2ccccc12)N(C)Cc1ccccc1 (stereo unspecified),3.0%
COc1ccc(CN2C(=O)CCC2(C)c2nnnn2Cc2ccccc2)cc1OC (stereo unspecified),1.0%
COc1cc(CCN(C(C)=O)C2C(=O)Nc3ccccc3N=C2c2ccc3c(c2)OCO3)cc(OC)c1 (stereo unspecified),-1.1%
CC(C)C1C(=O)N(Cc2cn(CCC3OCCO3)nn2)CCS(=O)(=O)N1Cc1ccc(-c2ccc(F)nc2)cc1 (stereo unspecified),-20.1%
COc1ccc(CC(N)c2csc(NC(=O)c3cccs3)n2)cc1 (stereo unspecified),0.6%
CC1(C(=O)NCc2ccccc2Br)CCN1Cc1ccccc1OC(F)F (stereo unspecified),1.7%
CC(C)n1nnnc1C1c2ccccc2C(=O)N1CCCN1CCOCC1 (stereo unspecified),-4.0%
COc1ccccc1CNc1nc(NCCNC(C)=O)c2sccc2n1,0.1%
CCOC(=O)C1(c2ccccc2)CCCN(C)CC1 (stereo unspecified),0.1%
CN(Cc1cc(Cl)cc(Cl)c1)[C@H]1C[C@H]2c3[nH]c4ccccc4c3CCN2C(=O)[C@H]1CO,-0.2%
COc1cccc(-c2cnc(C(O)c3ccccc3OC)[nH]2)c1 (stereo unspecified),0.0%
CN1OC[C@@H]2CN(S(=O)(=O)c3cccc(C(F)(F)F)c3)[C@H](c3ccc(-c4cccnc4)cc3)C[C@@H]21,-1.2%
CC1(C(=O)NCc2ccc(F)c(F)c2)Cc2c(-c3ccccc3)ccnc2O1 (stereo unspecified),2.6%

Brought forward from above: 4 compounds; new compounds follow.
Compound,Tb PYK inh
CN(Cc1cc(Cl)cc(Cl)c1)[C@H]1C[C@H]2c3[nH]c4ccccc4c3CCN2C(=O)[C@H]1CO,-0.2%
COc1cccc(-c2cnc(C(O)c3ccccc3OC)[nH]2)c1 (stereo unspecified),0.0%
CN1OC[C@@H]2CN(S(=O)(=O)c3cccc(C(F)(F)F)c3)[C@H](c3ccc(-c4cccnc4)cc3)C[C@@H]21,-1.2%
CC1(C(=O)NCc2ccc(F)c(F)c2)Cc2c(-c3ccccc3)ccnc2O1 (stereo unspecified),2.6%
N#CC(c1ccc(N)cc1)C(CC(=O)c1ccccc1)c1ccccc1 (stereo unspecified),-0.7%
COc1cccc(NC(=O)N(C)C[C@H]2Oc3cc(C#Cc4ccncc4)ccc3S(=O)(=O)N([C@H](C)CO)C[C@H]2C)c1,3.1%
CCOc1ccc(/C=N/NC(=O)c2ccncc2)cc1OC,-1.8%
Cn1cccc1C(=O)N1CCC2(CC1)CN(c1ccncc1)C2,6.8%
COCCn1c(=O)c(-c2ccc(OC)cc2)nc2cnc(Nc3ccccc3)nc21,0.6%
COCC(=O)N1C[C@H]2CON(C)[C@H]2C[C@H]1c1cccc(-c2ccccc2)c1,2.2%
CCc1nc2ccc(C(=O)N(CC)CCN(C)C)cn2c1N(C)Cc1cccs1,-1.0%
Cc1cccc(S(=O)(=O)N(C)C[C@H]2OCc3cnnn3CCCC(=O)N([C@H](C)CO)C[C@H]2C)c1,0.4%
CS(=O)(=O)c1cccc(-c2ccc3nncn3c2)c1,-7.7%
O=P(O)(Cc1ccccc1)c1ccccc1,-8.9%
CC1(C)C(C(N)=O)C(=O)NC(=O)C1C(N)=O (stereo unspecified),-10.6%
Nc1nc2cc(Cl)ccc2n1N,-1.1%
Cc1cc(Cl)ccc1C(O)c1ncc(-c2ccccc2Cl)[nH]1 (stereo unspecified),4.7%
CCOC(=O)C1=CCN(S(=O)(=O)c2ccc(C)cc2)C1c1ccc(C)cc1 (stereo unspecified),5.1%
CC1(C(=O)NS(=O)(=O)c2ccc(Cl)cc2)CCN1C(=O)Cc1ccc(Cl)cc1Cl (stereo unspecified),1.6%
Cc1ccc(OCC(=O)NNC(=O)c2ccc(F)c(S(=O)(=O)N3CCOCC3)c2)cc1C,-12.5%
Cc1ccccc1Nc1nc(N)nc(COC(=O)c2nn(C)c(=O)c3ccccc23)n1,0.0%
C/C(=N/NC(=O)c1nnn(-c2nonc2N)c1CSc1ccc(Cl)cc1)c1ccncc1,2.5%
OC(c1ccccc1)(c1nc(-c2ccc3ccccc3c2)cs1)C(F)(F)F (stereo unspecified),-1.7%
CCOC(=O)C1=CCC(c2cccc(C)c2)N(S(=O)(=O)c2ccc(C)cc2)C1 (stereo unspecified),2.2%
COCCNC(=O)C1CCCN(Cc2ccccc2Cl)CC1 (stereo unspecified),-13.5%
C[C@H](NC(=O)C1CCN(S(=O)(=O)c2ccccc2)CC1)C(=O)NCc1cccnc1,-0.8%
CCCCc1c(-c2ccccc2OC)ncn1CCc1ccc(OC)cc1,-2.4%
CC1(C(=O)Nc2ccc3ccccc3c2)CCC(=O)N1C1CC1 (stereo unspecified),-5.0%
CC1(Cc2ccc3ccccc3n2)C(=O)Nc2ccc(OC(F)(F)F)cc21 (stereo unspecified),7.5%
CCc1nc2ccc(C(=O)N3CCN(C(C)=O)CC3)cn2c1N(C)C(=O)c1cccc(OC)c1,0.5%
CN(CCc1ccccc1)C(CCc1ccccc1)C(=O)Nc1ccc2c(c1)OCCO2 (stereo unspecified),4.0%
C[C@H](CO)N1C[C@H](C)[C@H](CN(C)Cc2ccc(C(=O)O)cc2)OCc2ccccc2-c2c(n(C)c3ccccc23)C1=O,-9.6%
O=C1Nc2cccc3c2N(CCC3)C2=C1CCC2,-16.1%
COc1ccccc1-c1csc(C(O)c2ccccc2)n1 (stereo unspecified),-0.1%
CC(C)CC1C(=O)N(Cc2cn(CCC3OCCCO3)nn2)CCS(=O)(=O)N1Cc1ccc(-c2cccc(N(C)C)c2)cc1 (stereo unspecified),-5.7%
COc1ccc(-c2ccc(N3C(c4ccsc4)=Cc4ccc(F)cc4C3c3c[nH]c4ccccc34)cc2)cc1 (stereo unspecified),0.9%
COC(=O)[C@]12CCCCC=C1N(Cc1ccccc1)C(=O)[C@H](CC(=O)NCCCN1CCCC1=O)C2,-8.9%
O=C(/C=C/[C@H]1O[C@@H](n2cnc3c(NC(=O)c4ccccc4)ncnc32)[C@H](O)[C@@H]1O)NCc1ccc2c(c1)OCO2,3.2%
CCCCC[C@@H](C)N1C[C@@H](COCc2ccccc2)Oc2cc(N3CCC[C@H]3COC)ccc2S1(=O)=O,-3.9%
CC(C)Nc1nc(NCCOc2ccccc2)c2sccc2n1,-2.5%
CCc1ccc(C(O)c2ncc(-c3cccc4ccccc34)[nH]2)cc1 (stereo unspecified),1.8%
COc1ccc(CCNC2(C#N)CCCCC2)cc1OC,6.2%
CCC[C@@H]1C=C(C(=O)OCC)[C@H](c2ccccc2)N1S(=O)(=O)c1ccc(C)cc1,6.2%
CC1(C(=O)Nc2cccc(C(F)(F)F)c2)Cc2c(-c3ccc4c(c3)OCO4)ccnc2O1 (stereo unspecified),-2.0%
COc1ccc(S(=O)(=O)n2c(N)nc3ccccc32)cc1,8.1%
O=C(Cn1cc(COc2ccc(-n3cccc3)cc2)nn1)NS(=O)(=O)c1ccccc1C(F)(F)F,-9.0%
COc1ccc(C(=O)Nc2cc(S(=O)(=O)N3CCCCC3)ccc2C)cc1,-3.6%
Cc1onc(-c2ccccc2)c1-c1nnc(COC(=O)c2ccc(N(C)C)cc2)o1,-4.9%
COCCNC(=O)C1(C)CCCN(Cc2ccc(Cl)c(Cl)c2)C1 (stereo unspecified),2.7%
CC(=O)NC(C)(c1ccccc1)c1nc(-c2cc(F)cc(F)c2)cs1 (stereo unspecified),4.7%
CCOC(=O)C1=CCN(S(=O)(=O)c2cccc(Cl)c2)C1c1cccc(F)c1 (stereo unspecified),-14.3%
Nc1ccccc1-n1nc2ccc3ccccc3c2n1,-2.1%
CCOC(=O)C1=CCC(c2cccc3ccccc23)N(S(=O)(=O)c2ccc(C)cc2)C1 (stereo unspecified),5.6%
Cc1cc(C)c2c(CN3CCN(c4ccccc4F)CC3)cc(=O)oc2c1,1.2%
COc1ncccc1-c1cnc2cccnn12,3.0%
O=S1(=O)CC(N2CCC(Cc3ccccc3)CC2)CN1CCc1ccccc1 (stereo unspecified),4.2%
COc1ccc(C(C)(O)c2nc(-c3cc(F)cc(F)c3)cs2)cc1 (stereo unspecified),0.4%
C[C@H]1CN([C@@H](C)CO)C(=O)c2cc(C#CCC3CCCC3)cnc2O[C@@H]1CN(C)C(=O)CC1CC1,u
CCCC(=O)N1CCOCC1c1cc(C(=O)NCc2ccccc2)no1 (stereo unspecified),2.2%
CC(C)c1ccc(NC(=O)Nc2nnc([C@@H]3C[C@H](O)[C@@H](CO)O3)s2)cc1,-2.6%
Cc1cccc(S(=O)(=O)NC(=O)C2(C)CCN2C(=O)C2(c3ccc(Cl)cc3)CCC2)c1 (stereo unspecified),6.7%
O=C(c1ccccc1)N(CCCn1ccnc1)C(c1ccccc1)c1nc2ccccc2[nH]1 (stereo unspecified),-0.9%
CC1(C(=O)Nc2cnc3ccccc3c2)CCN1Cc1ccc(-c2ccccc2)o1 (stereo unspecified),-19.4%
CC(=O)c1ccc(OC2(C)CCN(Cc3ccc(C)cc3)C2)cc1 (stereo unspecified),-9.1%

(listing goes on)
Compound,Tb PYK inh
CC1(C(=O)Nc2ccc3c(c2)OCCO3)CCC(=O)N1CC(F)(F)F (stereo unspecified),1.8%
O=C(c1cccc(-c2cncc3nccn23)c1)N1CCOCC1,-2.3%
COc1ccccc1Cc1c(C2CCCCC2)nc2ccc(C)cn12,4.0%
CCC(c1nc2ccccc2[nH]1)N(C(=O)Cc1cc(OC)cc(OC)c1)c1ccc(N2CCOCC2)cc1 (stereo unspecified),-2.7%
CCOC(=O)C1(C)CCN1C(=O)c1ccccc1 (stereo unspecified),4.8%
CN(C)CCNc1ncnc2c1ncn2[C@H]1CN(Cc2ccco2)C[C@@H](CO)O1,3.2%
COc1ccc(-n2c(=O)c(C)nc3cnc(Oc4ccccc4)nc32)cc1,-3.3%
CN(C)c1cccc(-c2csc(N3CCC(C(N)=O)CC3)n2)c1,-19.0%
CSc1ncnc2c1ncn2CCCN1CCN(C(=O)C2CC2)CC1,-1.4%
CCOc1ccc(CCN2C(=S)N([C@@H](CC(C)C)CN3CCC[C@@H]3CN3C(=S)NC[C@@H]3Cc3ccc(O)cc3)C[C@@H]2Cc2ccc(O)cc2)cc1,2.4%
O=c1[nH]c2ccccc2n1C1CCN(C(c2ccccc2)c2nnnn2Cc2ccccc2)CC1 (stereo unspecified),0.1%
CN(C)c1ccc(C=NN2C(=O)CSC2=S)c(Cl)c1,-1.4%
Cn1cccc1C(=O)N1CCC2(CCCN(c3ncccn3)C2)CC1,4.3%
CC(=NNC1=NCCN1)c1cn(C2=NCCN2)nc1C,-0.6%
CCCCCCN1C[C@@H](O)[C@H](n2cc(C3CC3)nn2)C[C@@H]1c1ccc(OC)cc1,3.6%
COc1ncnc2c1ncn2CCCN1CCN(Cc2ccc(C)cc2)CC1,-10.1%
Cc1cccc(NC(=O)C(C)Sc2ncnc3sccc23)c1 (stereo unspecified),4.7%
CCc1nc2ccc(C(=O)N(CC)CCN(C)C)cn2c1N(C)Cc1nccs1,0.9%
Cc1nc(C(F)(F)F)ccc1C(=O)N1CCC1(C)C(=O)NS(=O)(=O)c1ccc(C(C)(C)C)cc1 (stereo unspecified),-6.9%
CCCCN(C)c1c(C)nc2ccc(C(=O)N(CC)CCN(C)C)cn12,-5.2%
CC(C)c1ccc(C(=O)N2CCCCC2c2cc(C(=O)Nc3ccncc3)no2)cc1 (stereo unspecified),0.4%
CCOc1ccc(S(=O)(=O)Nc2ccc(C(=O)N(CC)CC(=O)NCc3cccs3)cc2)cc1,0.6%
O=C(O)Cc1cccc(-c2cc(CCCCCCc3ccc(O[C@H]4O[C@H](CO)[C@@H](O)[C@H](O)[C@@H]4O)c(-c4cccc(CC(=O)O)c4)c3)ccc2O[C@H]2O[C@H](CO)[C@@H](O)[C@H](O)[C@@H]2O)c1,2.7%
c1ccc(C[C@H]2CN=C(Nc3ccccc3)N2CC2CCCC2)cc1,8.1%
COC(=O)[C@@]1(Cc2ccc(F)cc2)[C@H]2c3cc(C(=O)N(C)C)n(CCO)c3C[C@H]2CN1C(=O)c1ccccc1,0.6%
Cc1cc(C(=O)N2CCC2(C)C(=O)Nc2cccc3ccccc23)nn1C (stereo unspecified),-4.1%
Cc1cc(C)cc(CC(=O)N2CCC2(C)C(=O)NS(=O)(=O)Cc2ccccc2)c1 (stereo unspecified),5.8%
CC1=C(C(=O)N2CCCCCC2)CC(CC(=O)NC2CCCCC2)C(=O)N1Cc1ccccc1 (stereo unspecified),-0.3%
OC(c1cccc(Cl)c1)c1ncc(-c2ccc(C(F)(F)F)cc2)[nH]1 (stereo unspecified),0.4%

High-throughput results: PubChem, National Center for Advancing Translational Sciences (NCATS)
